PLC-gamma1 inh = PLC-gamma1 enzyme inhibitors, primary screen, biochemical, fluorescence, purified enzyme. actives 0.84% (n = 370,000). inhibition, % at 12.2 µM. fluorogenic substrate. 1-phosphatidylinositol 4,5-bisphosphate phosphodiesterase gamma-1 (Homo sapiens), P19174; in the data active = inhibition above about 9.5%
LEDGF integ inh = blockers of LEDGF/p75-dependent integrase strand transfer – biochemical, TR-FRET, high throughput, primary screen; TR-FRET IN-LEDGF/p75 DNA integration, Eu/Cy5; HIV-1 integrase (with human LEDGF/p75); inhibition, % at 3.7 µM; actives 0.64% (n = 370,000);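 active = inhibition above the screen-wide mean plus 3 SD, cut at about 13% in these data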;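 note: signal is the Cy5 over europium emission ratio at 671 and 618 nm; 0% = plate median of compound wells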
Tn6 DDE FP = inhibitors of Tn6 peptide binding to fibrin DD(E), primary screen, biochemical, fluorescence polarization, human fibrin, Tn6 probe; Fibrinogen beta chain (Homo sapiens), P02675; Fibrin DD(E) TRITC-Tn6 fluorescence polarization displacement; actives 0.21% (n = 370,000); AID 720509, 2013; inhibition, % at 8.3 µM;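 active = inhibition above a per-campaign cutoff: mean of compounds within control limits plus 3 SD, cut at about 15% in these data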;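 note: 0% = median of all compound wells on the plate and 100% = blocking peptide control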
Target sequence (P02675 whole entry, looked up): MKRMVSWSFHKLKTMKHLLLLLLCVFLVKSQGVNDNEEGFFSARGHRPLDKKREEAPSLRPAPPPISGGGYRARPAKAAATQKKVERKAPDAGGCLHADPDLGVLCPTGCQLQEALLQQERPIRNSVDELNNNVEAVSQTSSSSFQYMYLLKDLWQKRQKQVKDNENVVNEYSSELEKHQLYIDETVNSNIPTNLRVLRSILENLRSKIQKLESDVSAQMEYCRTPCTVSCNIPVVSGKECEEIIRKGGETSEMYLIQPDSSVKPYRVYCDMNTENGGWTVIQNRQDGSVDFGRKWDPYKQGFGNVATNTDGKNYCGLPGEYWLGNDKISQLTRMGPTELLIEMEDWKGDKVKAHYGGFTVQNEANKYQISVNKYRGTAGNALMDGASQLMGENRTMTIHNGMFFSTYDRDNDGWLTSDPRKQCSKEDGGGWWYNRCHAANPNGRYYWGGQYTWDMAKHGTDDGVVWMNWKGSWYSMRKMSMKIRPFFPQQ
ADAM10 inh = human ADAM10 inhibitors, primary screen, biochemical, QFRET, HTS; inhibition, % at 7 µM; recombinant ADAM10, EDANS/DABCYL FRET peptide cleavage, 3 h; actives 0.62% (n = 370,000); AID 720582, 2013;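 active = inhibition above a per-campaign cutoff equal to the mean of compounds falling between control-based bounds plus 3 SD, cut at about 20% in these data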;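 note: 0% = DMSO wells while the 100% control is not disclosed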
TDP2 inh = human TDP2 enzyme inhibitors, primary screen, biochemical, epi absorbance, recombinant enzyme; Tyrosyl-DNA phosphodiesterase 2 (Homo sapiens), O95551; actives 0.34% (n = 370,000); T5PNP hydrolysis, p-nitrophenol absorbance 415 nm; inhibition, % at 12.8 µM;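 active = inhibition above the mean of all tested compounds plus 3 SD, set per campaign, cut at about 25% in these data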;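 note: 0% = DMSO with enzyme and 100% = buffer with substrate but no TDP2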
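Incubation: 2 h at 37 °C; Test system: recombinant human TDP2; Quantity: enzyme 120 nM; Read-out basis: percent inhibition; Medium: 50 mM Tris-HCl pH 7.5 with Mg2+, KCl, DTT, BSA; Repeats: single replicate; Compound: 12.8 µM single point, 1% DMSO; Signal: epi absorbance; Reagent: 5 mM T5PNP chromogenic substrate; Benchmarks: no-enzyme high, DMSO-plus-enzyme low.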
proKLK7 act = proKLK7 zymogen activators, primary screen, biochemical, fluorescence intensity | actives 0.9% (n = 370,000) | activation, % at 7 µM | Kallikrein-7 (Homo sapiens), P49862 | purified proKLK7, EDANS-DABCYL substrate fluorescence; 100% is mature enzyme control, 0% vehicle | AID 652039, 2013;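 active = activation above the mean of all tested compounds plus 3 SD, computed per campaign excluding outliers beyond control limits, cut at about 13% in these data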
ADAM17 inh = ADAM17 inhibitors, primary screen, biochemical, QFRET; recombinant ADAM17, EDANS/DABCYL FRET peptide cleavage; inhibition, % at 6.95 µM; actives 0.83% (n = 370,000); AID 720648, 2013;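 active = inhibition above the mean of compounds lying between control limits plus 3 SD, set per campaign, cut at about 8.5% in these data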;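 note: 0% = DMSO-only wells as the low control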
ARFGAP1 inh = inhibitors of rat ARFGAP1 GAP activity, primary screen, biochemical, fluorescence polarization, GDP tracer; inhibition, % at 16.5 µM; actives 0.26% (n = 360,000); Arfgap1-stimulated ARF1 GTP hydrolysis, GDP FP detection; ADP-ribosylation factor GTPase-activating protein 1 (Rattus norvegicus), Q62848;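 active = inhibition above a per-plate limit, mean inhibition of low control wells plus 3 SD, cut at about 25% in these data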;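 note: 0% = DMSO wells with enzyme and 100% = wells lacking Arfgap1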
Target sequence (Q62848 1-136 limits assumed): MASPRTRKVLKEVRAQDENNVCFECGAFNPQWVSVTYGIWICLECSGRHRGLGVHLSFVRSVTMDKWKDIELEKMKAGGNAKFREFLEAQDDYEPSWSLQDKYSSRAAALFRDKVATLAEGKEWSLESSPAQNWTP
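Repeats: one replicate per compound; assay system: rat Arfgap1 catalytic domain, aa 1-136; times: enzyme reaction 120 min at 25 °C after 20 min preincubation; detection: FP of antibody-bound GDP Alexa 633 tracer, ex 620/em 688 nm; benchmarks: high control wells lacking Arfgap1, low control full reaction with DMSO; reagent: human ARF1(Δ1-17)-GTP substrate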
ASAP1 GAP inh = inhibitors of human ASAP1 ArfGAP activity, primary screen, biochemical, fluorescence polarization. Arf-GAP with SH3 domain, ANK repeat and PH domain-containing protein 1 (Homo sapiens), …. ASAP1-stimulated ARF1 GTP hydrolysis, GDP FP detection. inhibition, % at 16.5 µM. actives 0.19% (n = 360,000). AID 624377, 2012; in the data active = inhibition above about 25%;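 note: 0% = vehicle with enzyme and substrate and 100% = no enzyme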
Target sequence (Q9ULH1 325-724 limits assumed): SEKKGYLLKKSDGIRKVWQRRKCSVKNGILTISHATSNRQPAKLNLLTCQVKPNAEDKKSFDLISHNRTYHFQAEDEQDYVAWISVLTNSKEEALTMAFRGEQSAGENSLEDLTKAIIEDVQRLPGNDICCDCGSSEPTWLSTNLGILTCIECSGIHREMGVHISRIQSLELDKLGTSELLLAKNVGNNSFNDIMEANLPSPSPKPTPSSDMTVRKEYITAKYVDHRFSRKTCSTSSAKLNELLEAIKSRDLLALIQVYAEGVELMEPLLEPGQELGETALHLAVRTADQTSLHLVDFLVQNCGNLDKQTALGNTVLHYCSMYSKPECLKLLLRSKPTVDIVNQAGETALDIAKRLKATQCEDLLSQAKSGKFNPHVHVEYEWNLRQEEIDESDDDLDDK
Tn7 DDE FP = inhibitors of Tn7 peptide binding to fibrin DD(E), primary screen, biochemical, fluorescence polarization, human fibrin, Tn7 probe | Fibrinogen beta chain (Homo sapiens), P02675 | FP displacement of FITC-Tn7 peptide from fibrin DD(E); 0% = median of compound wells per plate | inhibition, % at 8.3 µM | actives 0.13% (n = 370,000) | AID 720508, 2013;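 active = inhibition above the mean of compounds falling within the control limits plus 3 SD of them, cut at about 14% in these data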;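 note: 0% = plate median of compound wells and 100% = 10 µM Aha-Tn7 peptide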
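Assay system: human fibrin DD(E) protein / Input: 2 µM fibrin DD(E) / Benchmarks: high control of 10 µM Aha-Tn7 peptide / Measured by: fluorescence polarization of the labelled Tn7 tracer / Medium: Tris buffer with calcium and detergent, pH 7.8 / Timing: 10 min compound pre-incubation, 3 h probe incubation at room temperature / Repeats: one replicate per compound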
The depositor's hits bear a star.

What do the screens show for `CCOC(=O)CCNC(=O)N1CCC(CCC(=O)NCc2ccc(F)cc2)CC1`?
PLC-gamma1 inh: -1; LEDGF integ inh: -2; Tn6 DDE FP: -3; ADAM10 inh: 0; TDP2 inh: 14; proKLK7 act: 0.1; ADAM17 inh: 4; ARFGAP1 inh: -4; ASAP1 GAP inh: 5; Tn7 DDE FP: -5

What do the screens show for `O=C(Nc1cc(C(F)(F)F)ccc1Cl)c1cc(C2CC2)on1`?
PLC-gamma1 inh: 0; LEDGF integ inh: -2; Tn6 DDE FP: -6; ADAM10 inh: 0; TDP2 inh: 4; proKLK7 act: 0.4; ADAM17 inh: -2; ARFGAP1 inh: -3; ASAP1 GAP inh: -1; Tn7 DDE FP: -4

What do the screens show for `CCOc1cccc(/C=N/N2C(C)CCCC2C)c1O` (configuration not stated)?
PLC-gamma1 inh: 4; LEDGF integ inh: 2; Tn6 DDE FP: 3; ADAM10 inh: 3; TDP2 inh: 6; proKLK7 act: -0.1; ADAM17 inh: 0; ARFGAP1 inh: 0; ASAP1 GAP inh: 3; Tn7 DDE FP: -3

What do the screens show for `COc1ccc(NC(=O)CCn2c(=S)[nH]c3ccccc3c2=O)cc1`?
PLC-gamma1 inh: 2; LEDGF integ inh: -2; Tn6 DDE FP: 0; ADAM10 inh: -2; TDP2 inh: -4; proKLK7 act: -0.4; ADAM17 inh: -4; ARFGAP1 inh: 6; ASAP1 GAP inh: -3; Tn7 DDE FP: -5

How did CCOC(=O)C1=C(C)NC(=O)NC1c1ccc(OCC(=O)OC)c(OC)c1 (configuration not stated) do in these assays?
PLC-gamma1 inh: 3; LEDGF integ inh: 0; Tn6 DDE FP: 3; ADAM10 inh: -5; TDP2 inh: 7; proKLK7 act: -0.2; ADAM17 inh: -4; ARFGAP1 inh: -3; ASAP1 GAP inh: 3; Tn7 DDE FP: 7

How did CCOC(=O)c1sc(=S)n(-c2cccc(C(F)(F)F)c2)c1SC do in these assays?
PLC-gamma1 inh: 4; LEDGF integ inh: 1; Tn6 DDE FP: 8; ADAM10 inh: 10; TDP2 inh: 1; proKLK7 act: 0.7; ADAM17 inh: 1; ARFGAP1 inh: 8; ASAP1 GAP inh: 3; Tn7 DDE FP: 2

What do the screens show for `O=C(NCCN1CCCC1)C1CCN(S(=O)(=O)N2CCC3(CC2)OCCO3)CC1`?
PLC-gamma1 inh: 0; LEDGF integ inh: -4; Tn6 DDE FP: 3; ADAM10 inh: 4; TDP2 inh: -3; proKLK7 act: 0.1; ADAM17 inh: -2; ARFGAP1 inh: -12; ASAP1 GAP inh: 4; Tn7 DDE FP: 3

Results for O=C(CN(Cc1ccc(Cl)cc1)S(=O)(=O)c1ccccc1)NCC1CCCO1 (configuration not stated) ?
PLC-gamma1 inh: 2; LEDGF integ inh: 0; Tn6 DDE FP: -7; ADAM10 inh: 19; TDP2 inh: 0; proKLK7 act: -0.5; ADAM17 inh: 3; ARFGAP1 inh: 4; ASAP1 GAP inh: 7; Tn7 DDE FP: 3

What do the screens show for `Cc1noc(C)c1COc1ccccc1C(=O)N(C)CC(=O)Nc1ccc(F)cc1`?
PLC-gamma1 inh: -3; LEDGF integ inh: -1; Tn6 DDE FP: 2; ADAM10 inh: -2; TDP2 inh: -15; proKLK7 act: -0.6; ADAM17 inh: 3; ARFGAP1 inh: 2; ASAP1 GAP inh: -1; Tn7 DDE FP: 6

What do the screens show for `Cc1cccc(NC(=O)[C@H]2CC(=O)O[C@@H]2c2ccccc2)c1C`?
PLC-gamma1 inh: 0; LEDGF integ inh: -4; Tn6 DDE FP: 1; ADAM10 inh: -6; TDP2 inh: 3; proKLK7 act: 0.0; ADAM17 inh: -2; Tn7 DDE FP: -2

Results for COc1ccc(CN(Cc2ccccn2)C(=O)CN2C(=O)C(C)Oc3ccccc32)cc1 (configuration not stated) ?
PLC-gamma1 inh: 0; LEDGF integ inh: 1; Tn6 DDE FP: 3; ADAM10 inh: -7; TDP2 inh: 3; proKLK7 act: -0.7; ADAM17 inh: -6; ARFGAP1 inh: 4; ASAP1 GAP inh: -7; Tn7 DDE FP: -8

Results for Cc1cc(OCC(=O)N(C(C)C)C(C)C)ccc1Cl ?
PLC-gamma1 inh: 1; LEDGF integ inh: 0; Tn6 DDE FP: -1; ADAM10 inh: 3; TDP2 inh: 6; proKLK7 act: 0.3; ADAM17 inh: -2; ARFGAP1 inh: 5; ASAP1 GAP inh: 0; Tn7 DDE FP: -7

Results for COc1cc(C(=O)Nc2cccc(-n3cnnn3)c2)cc(Cl)c1OC ?
PLC-gamma1 inh: 1; LEDGF integ inh: -1; Tn6 DDE FP: -5; ADAM10 inh: -4; TDP2 inh: 1; proKLK7 act: 0.3; ADAM17 inh: -5; ARFGAP1 inh: -2; ASAP1 GAP inh: -2; Tn7 DDE FP: -5

What do the screens show for `COc1ccc(CCNCc2c(OC)ccc3ccccc23)cc1OC`?
PLC-gamma1 inh: 0; LEDGF integ inh: 3; Tn6 DDE FP: 0; ADAM10 inh: -7; TDP2 inh: -8; proKLK7 act: -0.3; ADAM17 inh: -3; ARFGAP1 inh: 1; ASAP1 GAP inh: 5; Tn7 DDE FP: -6

What do the screens show for `C=CCOc1ccc(CNC(C)(C)CO)cc1OCC`?
PLC-gamma1 inh: -1; LEDGF integ inh: -6; Tn6 DDE FP: 5; ADAM10 inh: -3; TDP2 inh: 0; proKLK7 act: -0.7; ADAM17 inh: -2; ARFGAP1 inh: 3; ASAP1 GAP inh: 1; Tn7 DDE FP: 10

Results for O=C(OCc1ccc([N+](=O)[O-])cc1Cl)c1cnccn1 ?
PLC-gamma1 inh: -1; LEDGF integ inh: -3; Tn6 DDE FP: 2; ADAM10 inh: -8; TDP2 inh: 8; proKLK7 act: 0.3; ADAM17 inh: -4; ARFGAP1 inh: -7; ASAP1 GAP inh: 10; Tn7 DDE FP: 0

Results for CCCN(Cc1ccccc1)C(=S)Nc1ccc(OC(F)F)cc1 ?
PLC-gamma1 inh: -1; LEDGF integ inh: 4; Tn6 DDE FP: 2; ADAM10 inh: 3; TDP2 inh: 7; proKLK7 act: -0.1; ADAM17 inh: 3; ARFGAP1 inh: 19; ASAP1 GAP inh: -3; Tn7 DDE FP: -9

How did CCCCNC(=O)c1sc(=S)n(-c2ccccc2OC)c1N do in these assays?
PLC-gamma1 inh: 4; LEDGF integ inh: 3; Tn6 DDE FP: -5; ADAM10 inh: 2; TDP2 inh: -11; proKLK7 act: 0.2; ADAM17 inh: 3; ARFGAP1 inh: 13; ASAP1 GAP inh: -6; Tn7 DDE FP: 3

Results for O=C1Nc2cc(C(=O)NCCCN3CCCC3)ccc2S/C1=C\c1ccccc1 ?
PLC-gamma1 inh: -24; LEDGF integ inh: 3; Tn6 DDE FP: -8; ADAM10 inh: 1; TDP2 inh: 1; proKLK7 act: 0.7; ADAM17 inh: -1; ARFGAP1 inh: 4; ASAP1 GAP inh: -5; Tn7 DDE FP: 2

How did C=CCOc1ccc(CNc2ccc3[nH]c(=O)[nH]c3c2)cc1OCC do in these assays?
PLC-gamma1 inh: -12; LEDGF integ inh: 2; Tn6 DDE FP: -4; ADAM10 inh: -49; TDP2 inh: -1; proKLK7 act: 1.8; ADAM17 inh: -18; ARFGAP1 inh: 12; ASAP1 GAP inh: 11; Tn7 DDE FP: -6

What do the screens show for `Cc1ccn(CCC(=O)NC2CCCc3c2cnn3-c2cccc(C)c2C)n1` (configuration not stated)?
PLC-gamma1 inh: 0; LEDGF integ inh: 3; Tn6 DDE FP: -1; ADAM10 inh: 1; TDP2 inh: 9; proKLK7 act: -0.9; ADAM17 inh: -5; ARFGAP1 inh: 0; ASAP1 GAP inh: -5; Tn7 DDE FP: -1

What do the screens show for `Cc1c(C(c2ccccc2O)c2c(C)n(C)n(-c3ccccc3)c2=O)c(=O)n(-c2ccccc2)n1C`?
PLC-gamma1 inh: 2; LEDGF integ inh: -2; Tn6 DDE FP: 2; ADAM10 inh: -2; TDP2 inh: 9; proKLK7 act: -0.1; ADAM17 inh: -2; ARFGAP1 inh: 13; ASAP1 GAP inh: -7; Tn7 DDE FP: 6

Results for Cc1cccc(C(=O)OCC(=O)N(C)C(c2ccccc2)c2ccccc2)c1[N+](=O)[O-] ?
PLC-gamma1 inh: 1; LEDGF integ inh: 2; Tn6 DDE FP: -7; ADAM10 inh: 2; TDP2 inh: 4; proKLK7 act: 1.3; ADAM17 inh: 2; ARFGAP1 inh: 3; ASAP1 GAP inh: -8; Tn7 DDE FP: -1

What do the screens show for `CCn1c(SCC(=O)c2cccs2)nnc1-c1cccs1`?
PLC-gamma1 inh: -7; LEDGF integ inh: -4; Tn6 DDE FP: 9; ADAM10 inh: -1; TDP2 inh: -8; proKLK7 act: 0.3; ADAM17 inh: -2; ARFGAP1 inh: -4; ASAP1 GAP inh: -10; Tn7 DDE FP: 3

What do the screens show for `O=C(CSc1nc(-c2ccc(F)cc2)cs1)Nc1ccccn1`?
PLC-gamma1 inh: -1; LEDGF integ inh: -3; Tn6 DDE FP: 3; ADAM10 inh: -3; TDP2 inh: -6; proKLK7 act: 0.2; ADAM17 inh: 2; ARFGAP1 inh: 13; ASAP1 GAP inh: 0; Tn7 DDE FP: -2

Screens from PubChem BioAssay.
